Source: PubChem (several laboratories)
PMI act hi M6P: activators of human phosphomannose isomerase at near-saturating mannose 6-phosphate; coupled PMI enzyme assay, resazurin fluorescence, 20 min; active compounds read high; 1 = untreated enzyme, 0 = substrate-free blank; activation factor at 20 µM; 190,000 tested, 0.34% active; AID 1216;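 active means activation factor of 2 or more at 20 µM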
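Material: human phosphomannose isomerase with PGI, G6PDH, diaphorase coupling enzymes / Reagent: Man-6-P substrate 1.0 mM / Dosing: single compound dose of 20 µM, 1% DMSO final / Incubation: enzyme reaction with compound 20 min at room temperature / Signal: resorufin fluorescence (Ex 544/Em 590 nm) from resazurin via diaphorase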
TR-FRET SRC-2 ct: flags TR-FRET format artefacts in PPARgamma SRC-2 recruitment agonist screen; TR-FRET artefact counter-screen; active compounds read high; AID 1049; 200,000 tested, 0.4% active; TR-FRET ratio at 8 µM; in the data active means TR-FRET ratio above about 2000; further: inactives centre near 1500
PPARg SRC1 recr: agonists of human PPARgamma SRC-1 coactivator recruitment. P37231. PPARgamma-SRC-1 coactivator recruitment biochemical assay. activation, % at 8 µM. 200,000 tested, 0.41% active. AID 631; in the data active means activation above about 19%;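 further: 0% = DMSO and 100% = reference agonist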
Target sequence (P37231 whole entry, looked up): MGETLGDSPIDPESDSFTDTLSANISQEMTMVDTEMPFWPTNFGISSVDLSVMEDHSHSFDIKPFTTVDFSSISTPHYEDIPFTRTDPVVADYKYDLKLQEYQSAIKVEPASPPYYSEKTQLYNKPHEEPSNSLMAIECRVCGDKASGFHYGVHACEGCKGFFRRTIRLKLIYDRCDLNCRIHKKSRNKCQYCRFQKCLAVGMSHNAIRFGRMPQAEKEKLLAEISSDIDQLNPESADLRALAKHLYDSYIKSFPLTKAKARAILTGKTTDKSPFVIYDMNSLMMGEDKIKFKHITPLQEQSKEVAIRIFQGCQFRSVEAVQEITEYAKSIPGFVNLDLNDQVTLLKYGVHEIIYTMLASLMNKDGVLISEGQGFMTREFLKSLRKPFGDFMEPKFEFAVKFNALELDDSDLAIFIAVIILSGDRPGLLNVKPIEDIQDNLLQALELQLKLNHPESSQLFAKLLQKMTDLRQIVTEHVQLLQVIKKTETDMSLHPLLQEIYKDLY
Diaph act CS: diaphorase activation or chemical reduction counter-screen | Diaphorase/resazurin coupled assay, resorufin fluorescence, 16 min; active compounds read high; 1 = vehicle wells, 0 = NADH-free wells | activation factor at 20 µM | 190,000 tested, 0.005% active;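 active means diaphorase activity raised at least twofold by the compound at 20 µM; inactive means activation factor below 2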
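Material: bacterial diaphorase enzyme (C. kluyveri); amount: enzyme 0.07 U/mL final; reagent: NADH substrate 0.114 mM plus resazurin dye 0.1 mM, final; doses: single compound dose of 20 µM, 1% DMSO final; timing: 16 min enzyme reaction, ambient temperature; measured by: fluorescence of resorufin, 544 nm excitation, 590 nm emission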
G6PDH counter: inhibits Leuconostoc G6PDH, flagging false hits in G6PDH-based assays. inhibition, % at 5 µM. AID 1020. Purified L. mesenteroides G6PDH, diaphorase/resazurin coupled fluorescence, 45 min. 200,000 tested, 0.12% active; in the data active means inhibition above about 50%
Diaphorase inh: counter-screen for diaphorase-based assays: diaphorase inhibitors and chemical oxidizers. diaphorase resazurin-to-resorufin fluorescence, NADH, 16 min; bacterial (C. kluyveri) enzyme, not human. inhibition, % at 20 µM. 190,000 tested, 0.69% active;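 active means primary screen inhibition at 20 µM above a set limit, cut at about 50% in these data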;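 further: plate controls were DMSO with full reaction for no effect and wells lacking NADH for full effect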
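Assay system – diaphorase enzyme from Clostridium kluyveri · Amount – diaphorase 0.14 U/mL (working solution) · Times – reaction incubation of 16 min at room temperature · Controls – No-NADH positive control and DMSO neutral control · Signal – resorufin fluorescence 544/590 nm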
S1P3 antag: S1P3 (human) receptor antagonism | Q99500 | CHO S1P3 NFAT-BLA reporter, FRET fluorescence, antagonist mode | 170,000 tested, 0.27% active | inhibition, % at 4.98 µM;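 active means inhibition above the plate cutoff, the mean inhibition of test wells on that plate plus 3 SD, cut at about 28% in these data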;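 further: cells challenged with S1P at its EC80 of 0.8 µM; blue over green emission ratio from cleaved BLA substrate after 4 h stimulation; 0% = S1P-stimulated wells and 100% = unstimulated DMSO-only wells; some compounds past the cut are filed as inactive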
PPARg SRC3 recr: PPARgamma-driven SRC-3 recruitment agonism; P37231; biochemical PPARgamma/SRC-3 coactivator recruitment assay; activation, % at 8 µM; 200,000 tested, 0.26% active; in the data active means activation above about 23%;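 further: 0% = DMSO and 100% = reference agonist; some compounds past the cut are filed as inactive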
PPARg SRC2 recr: agonists of SRC-2 recruitment by human PPARgamma. P37231. PPARgamma LBD-SRC-2 recruitment, biochemical. activation, % at 8 µM. 200,000 tested, 0.34% active; in the data active means activation above about 22%;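 further: 0% = vehicle and 100% = reference agonist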
PMI act: activators of human phosphomannose isomerase. P34949. purified human PMI, coupled resazurin fluorescence, 20 min; active compounds read high; 1 = vehicle control, 0 substrate-free wells. activation factor at 20 µM. 190,000 tested, 0.005% active. AID 1214;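 active means activation factor of 2 or more at 20 µM, relative to plate controls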
ROMK primary: modulators of human ROMK potassium channel | P48048 | Tet-inducible ROMK, thallium flux fluorescence; actives lie on both sides | B-score at 10 µM | 130,000 tested, 2% active | AID 1918;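 active means signal ratio slope over the read window, or its plate-corrected B-score, at least 3 SD from the plate mean, either direction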;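 further: B-score of the F/F0 ratio slope over 7 to 12 s after thallium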
Target sequence (P48048 whole entry, looked up): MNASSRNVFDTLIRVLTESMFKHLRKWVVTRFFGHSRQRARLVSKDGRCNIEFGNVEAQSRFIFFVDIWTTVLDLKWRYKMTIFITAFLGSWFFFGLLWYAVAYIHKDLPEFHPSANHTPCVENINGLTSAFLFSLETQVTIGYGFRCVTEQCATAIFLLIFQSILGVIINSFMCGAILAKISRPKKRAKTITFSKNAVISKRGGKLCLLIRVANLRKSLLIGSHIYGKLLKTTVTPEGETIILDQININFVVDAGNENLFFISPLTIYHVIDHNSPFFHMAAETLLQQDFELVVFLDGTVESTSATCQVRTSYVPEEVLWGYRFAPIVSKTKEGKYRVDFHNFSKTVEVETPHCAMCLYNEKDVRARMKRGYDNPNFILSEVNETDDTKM
Active calls of the source: *; / = not tested or not shown.

Structure,PPARg SRC3 recr,Diaph act CS,G6PDH counter,PMI act hi M6P,TR-FRET SRC-2 ct,Diaphorase inh,PPARg SRC2 recr,PMI act,S1P3 antag,PPARg SRC1 recr,ROMK primary
CC(=O)c1cc(F)c(N2CCN(C(=O)COc3ccc(F)cc3)CC2)cc1C,3,0.9,8,0.9,1577,14,3,0.9,/,1,/
Cc1ccc(NC(=O)CCc2nnc(SCC(=O)Nc3ccccc3C)n2C)cc1Cl,5,0.9,0,1.1,1644,8,5,1.2,/,1,/
O=C(COc1cccc2cccnc12)Nc1nccs1,-6,1,12,1,1656,-2,12,0.9,12,8,0.75
COc1cccc(-c2cc(C(=O)NN3CCOCC3)c3ccccc3n2)c1,6,0.9,2,1,1559,5,-1,1,-2,8,0.12
O=C(COC(=O)Cc1ccc(Br)cc1)NCC1CCCCC1,-1,1,0,1,1612,2,4,1,-18,8,-0.039
CCOC(=O)c1c(-c2ccccc2)csc1NC(=O)C(C)NCc1ccco1 (centres undefined),2,0.7,-16,1.6,1613,26,6,1.2,-2,9,/
CCOC(=O)C1CCN(CCC(=O)Nc2ccc(F)cc2)CC1,0,1,4,1,1358,0,-11,1,-6,-5,0.24
CC(=O)N1CCN=C1SCc1ccc(C)cc1,-1,0.8,-9,0.9,1363,15,-6,0.9,42,0,/
CCC(=O)N1CC2(C)CN(C(=O)CC)CC(C)(C1)C2,-5,0.9,5,1,1595,12,5,1.1,/,2,-0.054
Cn1c(=O)[nH]c(=O)c2c1nc(N1CCCCC1)n2CC(O)CN1CCCCC1 (centres undefined),2,0.9,2,0.9,1771,7,-4,1.1,-12,7,/
Cc1cc(C)c(C(=O)c2ccc(C(=O)N(C(C)C)C(C)C)cc2)c(C)c1,-5,0.9,17,1,1605,9,3,0.9,/,4,0.13
Cc1ccc(C)n1NC(=O)c1ccccc1,-4,1,2,1,1538,-1,6,1,/,4,/
COc1ccc(OCCSc2nnc(CC(=O)Nc3cccc(Cl)c3Cl)n2C)cc1,-1,0.9,1,1.3,1341,14,-5,1.1,/,-4,/
COCCNC(C(=O)Nc1cc(Cl)cc(Cl)c1)c1ccccc1 (centres undefined),-9,0.9,4,1,1519,10,-2,1,/,-2,-0.058
COC1CCCN(C(=O)c2ccc(OC3CCN(CCc4ccccc4)CC3)cc2)C1 (centres undefined),-2,0.9,10,1,1455,5,-4,1,-5,-12,-0.086
CCc1ccc(C2C(C#N)=C(N)SC(N)=C2C#N)cc1,12,0.9,-1,1.1,1652,7,8,1.2,-6,17,-4.2*
O=C(O)C1CC=CCC1C(=O)NCc1ccccc1 (centres undefined),-3,0.9,-12,1,1339,8,-2,0.9,1,-2,0.83
COC(=O)c1ccc(COC(=O)CNC(=O)c2ccc(-c3ccccc3)cc2)cc1,3,0.9,-2,0.9,1769,15,-7,0.9,-19,11,0.52
Cc1sc2ncnc(Sc3nnc4sc5ccccc5n34)c2c1C,2,0.9,-16,1,1533,11,6,0.9,-9,-9,-0.86
CCc1ccc(NC(=O)CSc2nnc(-c3ccccn3)n2C)cc1,-1,0.8,7,1,1550,16,7,1.1,1,0,/
Cc1ccc(NC(=O)CSc2nnc(Cc3cccn3C)n2-c2ccc(F)cc2)c(C)c1,11,0.8,7,1,1648,22,9,1,-39,7,/
O=C(O)CCSCC(=O)c1ccc2c(c1)OCCO2,10,0.8,5,1.2,1545,18,-1,1.2,-6,9,0.28
COc1cc(COCC(O)CN2CCN(Cc3ccccc3)CC2)cc(OC)c1OC (centres undefined),-1,0.9,10,1.1,1281,7,-9,1.1,1,1,-0.26
CS(=O)(=O)N(CC(=O)NCc1ccccc1Cl)C1CCCCC1,2,1,-2,1.1,1369,4,-2,1.1,-14,1,-0.32
c1ccc(-n2nnnc2CN2CCOCC2)cc1,-6,1,7,0.9,1398,1,-5,0.9,-13,-4,/
CCOc1ccc(N2C(=O)CC(N(O)c3ccccc3)C2=O)cc1 (centres undefined),-3,0.8,9,1,1447,19,-2,1,0,-5,-0.62
O=C(CC1NCCc2ccccc21)Nc1ccccc1Cl (centres undefined),-2,0.9,13,1.1,1507,9,-4,1,-2,0,-0.08
CCOC(=O)C1(Cc2ccccc2)CCN(Cc2cccn2-c2cccnc2)CC1,6,0.8,11,0.9,1485,22,7,1,-5,8,-0.77
CC(C)c1ccccc1NC(=O)COC(=O)CNC(=O)c1ccc(Br)cc1,0,0.9,0,1,1454,9,-3,0.8,-6,-10,0.34
O=C(CCc1ccccc1)Nc1nnc(-c2cccs2)o1,2,0.7,9,1.1,1626,30,8,1,-38,2,/
Cc1nnc(NC(=O)CSc2nc3c(c(=O)n2C)SC(C)C3)s1 (centres undefined),3,0.8,3,0.8,1507,15,5,0.8,-4,2,/
O=C(c1cccc(C(F)(F)F)c1)N1CCN(C2CCCCC2)CC1,2,0.9,5,1,1583,11,-3,1,-13,0,-0.45
COc1cccc(/C=C2\Sc3ccc(C(=O)NCc4cccnc4)cc3N(C)C2=O)c1,2,0.9,-3,1,1650,9,0,1,-4,-2,-0.073
COc1cccc(/C=N/NC(=O)c2cccc([N+](=O)[O-])c2)c1OS(=O)(=O)c1ccccc1,-5,0.8,-1,0.9,1569,22,3,0.9,/,11,/
Cc1ccc(N=CC=C2OC(C)(C)C(C)(C)O2)c(C)c1,1,1,1,1.3,1491,-1,3,1.3,-24,1,0.76
COc1ccc(Cl)cc1N(CC(=O)NCC(C)C)S(=O)(=O)c1ccc(C)c([N+](=O)[O-])c1,2,1,-2,1.1,1812,5,2,0.8,4,2,2
COc1cccc(C2/C(=C(\O)c3ccc(OC)c(OC)c3)C(=O)C(=O)N2c2cc(C)on2)c1 (centres undefined),28*,0.9,-2,1.1,1910,9,29*,1.2,/,17,0.66
CCOC(=O)N1CCC(NC(=O)CS(=O)(=O)Cc2nc(-c3ccc(C)cc3)oc2C)CC1,-5,0.9,4,1.1,1478,6,4,1.1,6,0,/
C=CCNc1nc(NCCO)nc(N2CCCC2)n1,-2,1,2,0.9,1410,4,1,0.9,-4,4,/
Cc1ccnc2nc(C(=O)NCc3cccs3)nn12,5,1,-5,0.9,1598,3,13,0.9,/,2,-0.087
CSc1nsc(SCC(=O)Nc2ccc3c(c2)OCCO3)n1,9,0.9,-2,1,1778,8,1,0.9,-34,7,-0.87
Cc1nc(C)n(CC(=O)N2CCCC(C(=O)c3ccc(C(F)(F)F)cc3)C2)n1 (centres undefined),-1,0.6,15,1,1483,40,3,1,3,8,0.98
O=C(O)CCCN1C(=O)C2C3CC(C2C1=O)C1C(c2ccccc2)c2sc(=O)[nH]c2SC31 (centres undefined),1,0.9,0,1,1474,7,-12,1,8,-1,0.27
Cc1cc(C)cc(NC(=O)Cn2cc3c(n2)CCCCC3)c1,7,1,19,1.1,1493,2,-4,1,/,-10,/
N#Cc1c(N2CCOCC2)nc(N2CCCCC2)c2c1CCN(C1CCCCC1)C2,-11,0.8,8,0.8,1561,24,6,0.8,/,1,-1.8
Cc1ccc2c(c1)c1nnc(SCC(=O)Nc3ccccc3C(F)(F)F)nc1n2CC(=O)O,1,0.9,2,1.1,1591,9,7,1.1,-9,-2,0.44
C/C(=N\NC(N)=O)c1ccccc1,2,1,3,1,1514,-4,-1,1,0,-3,-1
CCC(=O)NCCN1CCN(C(=O)CC)CC1,-5,1,11,1,1410,0,1,0.9,-2,0,0.49
Cn1c2c(c(=O)n(C)c1=O)C(c1cccc([N+](=O)[O-])c1)Nc1ccccc1O2 (centres undefined),4,0.9,6,0.9,1572,8,-1,1.1,/,6,/
COC(=O)c1[nH]c2ccc(F)cc2c1NS(=O)(=O)c1ccc(OC)cc1,6,0.8,4,0.9,1682,15,8,0.9,7,14,2.2

2 entries drawn at random from those above:
Structure,PPARg SRC3 recr,Diaph act CS,G6PDH counter,PMI act hi M6P,TR-FRET SRC-2 ct,Diaphorase inh,PPARg SRC2 recr,PMI act,S1P3 antag,PPARg SRC1 recr,ROMK primary
N#Cc1c(N2CCOCC2)nc(N2CCCCC2)c2c1CCN(C1CCCCC1)C2,-11,0.8,8,0.8,1561,24,6,0.8,/,1,-1.8
CCOc1ccc(N2C(=O)CC(N(O)c3ccccc3)C2=O)cc1 (centres undefined),-3,0.8,9,1,1447,19,-2,1,0,-5,-0.62

(next part)
Structure,PPARg SRC3 recr,Diaph act CS,G6PDH counter,PMI act hi M6P,TR-FRET SRC-2 ct,Diaphorase inh,PPARg SRC2 recr,PMI act,S1P3 antag,PPARg SRC1 recr,ROMK primary
Cc1ccc(/C=C(\NC(=O)c2ccccc2)C(=O)OCc2ccccc2)cc1,0,0.9,2,1,1562,7,5,0.9,-8,10,0.37
O=S(=O)(Nc1ccc(N2CCOCC2)cc1)c1ccccc1,-3,1,-1,1,1451,3,3,1,/,-2,1
Cc1c(Cl)cccc1NC(=S)Nc1ccccn1,-1,0.9,10,1,1569,7,3,1,3,-3,-0.32
CN(C)CCN=Cc1c(O)n(Cc2ccc3c(c2)OCO3)c(=O)c2ccccc12,-1,0.9,0,0.7,1560,6,10,0.8,-9,1,-0.17
O=C(OCC(=O)N1c2ccccc2Sc2ccccc21)c1cccnc1,6,0.9,-1,1,1949,14,13,1,-3,7,-1.3
O=C(NC1CCCc2ccccc21)c1ccccc1 (centres undefined),1,1,4,1,1710,-3,6,1,-4,3,-0.026
CCCCCC(=O)Oc1cccc(N2C(=O)C3CCCCC3C2=O)c1 (centres undefined),7,0.8,14,1,1508,15,3,1.1,-16,6,0.088
Cc1ccc(S(=O)(=O)N(CC(=O)NC2CCCCCC2)c2ccccc2F)cc1,3,0.8,11,0.8,1484,22,1,0.8,/,4,/
CC(=O)N=c1c(C#N)cc2c(=O)n3ccccc3nc2n1Cc1ccccc1,3,0.9,2,1.2,1610,6,-2,1.2,-8,-7,/
O=C1C=C(N2CCN(C(=O)c3ccccc3)CC2)C2(CCCCC2)O1,9,0.9,5,0.9,1403,9,3,1,12,0,/
O=C(O)CCCCCNC(=O)c1cccc(Br)c1,16,1,0,1.1,1578,2,2,1.1,-48,-4,/
COC(=O)CC1COc2ccccc2N1C(=O)c1ccc(C(C)(C)C)cc1 (centres undefined),5,0.9,4,0.9,1530,13,8,0.9,/,8,/
